PAFAH1B2 FP inh = blocks human PAF acetylhydrolase 1b catalytic subunit 2 | P68402 | recombinant PAFAH1B2, FP-rhodamine activity probe, fluorescence polarization | inhibition, % at 3.39 µM | hit rate 1.2% among 340,000 | AID 492953;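 active = inhibition above the mean of all tested compounds plus 3 SD, cut at about 24% in these data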;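 note: 0% = enzyme with DMSO and 100% = wells lacking PAFAH1B2; many of its hits are not listed in these tables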
pPAFAH inh = pPAFAH (human) enzyme inhibition; Q13093; recombinant pPAFAH, FP-rhodamine probe fluorescence polarization; inhibition, % at 3.39 µM; hit rate 1.5% among 330,000;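 active = inhibition above the mean inhibition across the screen plus 3 SD, cut at about 25% in these data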;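 note: inhibitors block binding of the rhodamine activity-based probe so polarization drops; 0% = enzyme with DMSO and 100% = wells lacking pPAFAH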
LYPLA1 counter = counter-screen for PME1 inhibitors: inhibitors of human LYPLA1; O75608; recombinant LYPLA1, FP-Rh probe fluorescence polarization; inhibition, % at 5.9 µM; hit rate 0.16% among 320,000;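 active = inhibition above the mean of all tested compounds plus 3 SD, set per campaign, cut at about 14% in these data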;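 note: inhibitors block serine hydrolase probe labeling of LYPLA1 so polarization falls; 0% = enzyme with DMSO and 100% = wells lacking LYPLA1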
GSTO1 counter = counter-screen for RBBP9 inhibitors: inhibitors of human GSTO1. hit rate 1.1% among 300,000. recombinant GSTO1, activity-based probe fluorescence polarization. AID 1974. inhibition, % at 5.96 µM. P78417;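 active = inhibition above the campaign mean inhibition plus 3 SD, cut at about 35% in these data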;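 note: 0% = GSTO1-1 with DMSO and 100% = wells lacking GSTO1-1 enzyme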
PAFAH1B3 inh = inhibitors of human PAFAH1B3. Q15102. recombinant PAFAH1B3, FP-rhodamine probe, fluorescence polarization. inhibition, % at 3.39 µM. hit rate 0.28% among 340,000. AID 492972;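 active = inhibition above the screen-wide average of all tested compounds plus 3 SD, cut at about 25% in these data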;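 note: 0% = enzyme with DMSO only and 100% = wells lacking PAFAH1B3 protein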
Target sequence (Q15102 whole entry, looked up): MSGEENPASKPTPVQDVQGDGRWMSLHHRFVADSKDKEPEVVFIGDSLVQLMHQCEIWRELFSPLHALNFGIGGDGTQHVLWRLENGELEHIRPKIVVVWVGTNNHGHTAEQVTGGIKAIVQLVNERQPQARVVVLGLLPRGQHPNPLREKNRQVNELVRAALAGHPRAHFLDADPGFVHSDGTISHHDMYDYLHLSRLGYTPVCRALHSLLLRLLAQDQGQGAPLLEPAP
PAFAH2 inh = inhibitors of human PAFAH2; Q99487; recombinant PAFAH2, FP-rhodamine activity probe, fluorescence polarization; inhibition, % at 3.39 µM; hit rate 0.99% among 340,000; AID 492956;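 active = inhibition above the mean over all tested compounds plus 3 SD, cut at about 30% in these data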;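 note: inhibitors block probe labeling of enzyme so polarization drops; 0% = enzyme with DMSO and 100% = wells lacking PAFAH2 protein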
PAD4 FP inh = PAD4 (human) enzyme inhibition; Q9UM07; recombinant PAD4, RCA probe fluorescence polarization; inhibition, % at 6.36 µM; hit rate 0.41% among 330,000;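 active = percent inhibition above a cutoff equal to the mean of all tested compounds plus 3 SD, cut at about 15% in these data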;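 note: 0% = PAD4 with RCA probe and DMSO and 100% = probe without PAD4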
Target sequence (Q9UM07 whole entry, looked up): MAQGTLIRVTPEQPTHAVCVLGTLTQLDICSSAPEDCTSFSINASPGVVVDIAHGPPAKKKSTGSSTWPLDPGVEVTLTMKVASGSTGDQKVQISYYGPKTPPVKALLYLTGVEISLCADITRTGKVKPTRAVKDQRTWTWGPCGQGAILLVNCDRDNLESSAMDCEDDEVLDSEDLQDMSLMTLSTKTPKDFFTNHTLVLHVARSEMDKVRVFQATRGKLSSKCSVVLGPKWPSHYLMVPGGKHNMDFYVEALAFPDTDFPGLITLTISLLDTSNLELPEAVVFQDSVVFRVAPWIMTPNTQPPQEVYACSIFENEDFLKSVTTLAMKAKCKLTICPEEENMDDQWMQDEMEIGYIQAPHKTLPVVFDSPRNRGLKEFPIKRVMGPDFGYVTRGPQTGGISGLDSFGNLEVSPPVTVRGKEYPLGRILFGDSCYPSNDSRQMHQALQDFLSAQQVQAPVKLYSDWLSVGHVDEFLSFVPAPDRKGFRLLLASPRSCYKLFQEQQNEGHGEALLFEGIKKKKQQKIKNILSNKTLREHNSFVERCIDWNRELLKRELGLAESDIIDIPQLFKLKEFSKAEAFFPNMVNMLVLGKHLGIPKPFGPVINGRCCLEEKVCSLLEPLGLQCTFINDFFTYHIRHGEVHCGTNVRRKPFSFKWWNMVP
LYPLA2 counter = LYPLA2 (human) inhibition in PME1 counter-screen | recombinant LYPLA2, FP-Rh probe fluorescence polarization | O95372 | hit rate 0.38% among 320,000 | inhibition, % at 5.9 µM;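 active = inhibition above the screen-wide mean plus 3 SD, limit set per campaign, cut at about 26% in these data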;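 note: 0% = LYPLA2 with DMSO and 100% = wells lacking LYPLA2 enzyme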
PME-1 inh = PME-1 (human) inhibition. recombinant PME-1, FP-Rh probe fluorescence polarization. inhibition, % at 5.9 µM. hit rate 0.53% among 320,000;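 active = inhibition above the campaign mean of all compounds plus 3 SD, cut at about 26% in these data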;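 note: competitive labeling of PME-1 active site by serine hydrolase directed probe; 0% = PME-1 with DMSO and 100% = wells lacking PME-1 enzyme; inhibitors block probe labeling so polarization falls and inhibition rises; many of its hits are not listed in these tables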
Numbers without * were called inactive. Only part of the results is shown; rates above refer to the full screens.

The first three records as a preview:
What do the screens show for `O=C(CC1C(=O)NCCN1Cc1ccccc1)NCCN1CCCCC1=O` (stereo not given)?
PAFAH1B2 FP inh: -5; pPAFAH inh: 3; LYPLA1 counter: 1; GSTO1 counter: -3; PAFAH1B3 inh: 8; PAFAH2 inh: -5; PAD4 FP inh: -5; LYPLA2 counter: 5; PME-1 inh: 4

Results for COc1ccccc1CNC(=O)c1ccc(NS(=O)(=O)c2c(C)noc2C)cc1 ?
PAFAH1B2 FP inh: -1; pPAFAH inh: 2; LYPLA1 counter: -1; GSTO1 counter: 2; PAFAH1B3 inh: 9; PAFAH2 inh: -1; PAD4 FP inh: 1; LYPLA2 counter: 3; PME-1 inh: 1

Results for COc1ccc(NC(=O)C2CCCN2S(=O)(=O)c2ccc(F)cc2)cc1 (stereo not given) ?
PAFAH1B2 FP inh: -3; pPAFAH inh: -1; LYPLA1 counter: 2; GSTO1 counter: 3; PAFAH1B3 inh: 1; PAFAH2 inh: -3; PAD4 FP inh: 1; LYPLA2 counter: -4; PME-1 inh: -3

The list itself, previewed entries included:
What do the screens show for `O=C(CC1C(=O)NCCN1Cc1ccccc1)NCCN1CCCCC1=O` (stereo not given)?
PAFAH1B2 FP inh: -5; pPAFAH inh: 3; LYPLA1 counter: 1; GSTO1 counter: -3; PAFAH1B3 inh: 8; PAFAH2 inh: -5; PAD4 FP inh: -5; LYPLA2 counter: 5; PME-1 inh: 4

Results for COc1ccccc1CNC(=O)c1ccc(NS(=O)(=O)c2c(C)noc2C)cc1 ?
PAFAH1B2 FP inh: -1; pPAFAH inh: 2; LYPLA1 counter: -1; GSTO1 counter: 2; PAFAH1B3 inh: 9; PAFAH2 inh: -1; PAD4 FP inh: 1; LYPLA2 counter: 3; PME-1 inh: 1

Results for COc1ccc(NC(=O)C2CCCN2S(=O)(=O)c2ccc(F)cc2)cc1 (stereo not given) ?
PAFAH1B2 FP inh: -3; pPAFAH inh: -1; LYPLA1 counter: 2; GSTO1 counter: 3; PAFAH1B3 inh: 1; PAFAH2 inh: -3; PAD4 FP inh: 1; LYPLA2 counter: -4; PME-1 inh: -3

How did Cc1ccc(C)c(NC(=O)CN(C)C(=O)c2cc3ccccc3o2)c1 do in these assays?
PAFAH1B2 FP inh: 8; pPAFAH inh: 7; LYPLA1 counter: -2; GSTO1 counter: 1; PAFAH1B3 inh: 10; PAFAH2 inh: 5; PAD4 FP inh: -3; LYPLA2 counter: -4; PME-1 inh: 4

How did c1ccc(C2OC3c4cccc5cccc(c45)C3N2c2ccccc2)cc1 (stereo not given) do in these assays?
PAFAH1B2 FP inh: 6; pPAFAH inh: 6; LYPLA1 counter: -2; GSTO1 counter: -6; PAFAH1B3 inh: 11; PAFAH2 inh: 8; PAD4 FP inh: 4; LYPLA2 counter: -1; PME-1 inh: 2

What do the screens show for `CC(=O)c1c(N2CCN(Cc3ccccc3)CC2)nc(=S)n(-c2ccccc2)c1C`?
PAFAH1B2 FP inh: 6; pPAFAH inh: 5; LYPLA1 counter: -4; GSTO1 counter: 9; PAFAH1B3 inh: 3; PAFAH2 inh: 4; PAD4 FP inh: -3; LYPLA2 counter: -3; PME-1 inh: -3

What do the screens show for `Cc1csc(-c2cnn(-c3ccccc3)c2NC(=O)c2ccccc2)n1`?
PAFAH1B2 FP inh: 2; pPAFAH inh: 1; LYPLA1 counter: 0; GSTO1 counter: -8; PAFAH1B3 inh: 1; PAFAH2 inh: -6; PAD4 FP inh: -2; LYPLA2 counter: 1; PME-1 inh: -2

What do the screens show for `O=C(COc1ccc(F)c(Cl)c1)N1CCN(c2ccccn2)CC1`?
PAFAH1B2 FP inh: 2; pPAFAH inh: 5; LYPLA1 counter: -3; GSTO1 counter: -2; PAFAH1B3 inh: 11; PAFAH2 inh: 4; PAD4 FP inh: -2; LYPLA2 counter: -3; PME-1 inh: 3

Results for COc1ccc(OCCSc2nnc(C)n2-c2ccccc2)cc1 ?
PAFAH1B2 FP inh: 4; pPAFAH inh: 1; LYPLA1 counter: -4; GSTO1 counter: 3; PAFAH1B3 inh: -1; PAFAH2 inh: -2; PAD4 FP inh: -6; LYPLA2 counter: 3; PME-1 inh: 2

What do the screens show for `CC1(C)Cc2c(cnn2-c2ccc(F)cc2)C(NC(=O)CCN2CCCCO2)C1` (stereo not given)?
PAFAH1B2 FP inh: 0; pPAFAH inh: 5; LYPLA1 counter: -1; GSTO1 counter: 4; PAFAH1B3 inh: 0; PAFAH2 inh: 4; PAD4 FP inh: 4; LYPLA2 counter: 6; PME-1 inh: 0

Results for COc1ccc(N(C)S(=O)(=O)c2cccc(C(=O)NC3CCCC3)c2)cc1 ?
PAFAH1B2 FP inh: 5; pPAFAH inh: 2; LYPLA1 counter: -1; GSTO1 counter: -5; PAFAH1B3 inh: 4; PAFAH2 inh: 10; PAD4 FP inh: -3; LYPLA2 counter: 1; PME-1 inh: -3

How did CC(C)(C)c1ccc(C2=CC(c3ccccc3)n3ncnc3N2)cc1 (stereo not given) do in these assays?
PAFAH1B2 FP inh: 58*; pPAFAH inh: 26*; LYPLA1 counter: -1; GSTO1 counter: 0; PAFAH1B3 inh: 9; PAFAH2 inh: 13; PAD4 FP inh: -6; LYPLA2 counter: 4; PME-1 inh: -1

Results for CS(=O)(=O)c1ccc(Cl)c(NC(=O)COC(=O)c2ccc(S(=O)(=O)N3CCCC3)cc2)c1 ?
PAFAH1B2 FP inh: 0; pPAFAH inh: 7; PAFAH1B3 inh: 0; PAFAH2 inh: -2; PAD4 FP inh: -1

Results for O=C(O)C1CCCCC1C(=O)Nc1ccccn1 (stereo not given) ?
PAFAH1B2 FP inh: 3; pPAFAH inh: 4; LYPLA1 counter: 1; GSTO1 counter: -2; PAFAH1B3 inh: 7; PAFAH2 inh: 3; PAD4 FP inh: -1; LYPLA2 counter: -3; PME-1 inh: 0

How did Cc1nc(CNS(=O)(=O)c2ccc(Oc3ccccc3)cc2)cs1 do in these assays?
PAFAH1B2 FP inh: 2; pPAFAH inh: -1; LYPLA1 counter: 0; GSTO1 counter: 2; PAFAH1B3 inh: 14; PAFAH2 inh: 10; PAD4 FP inh: 5; LYPLA2 counter: -2; PME-1 inh: 0

Results for O=C(COc1ccc2ccccc2c1Br)N1CCCC1 ?
PAFAH1B2 FP inh: 1; pPAFAH inh: 8; LYPLA1 counter: -3; GSTO1 counter: -3; PAFAH1B3 inh: 3; PAFAH2 inh: 3; PAD4 FP inh: -5; LYPLA2 counter: -6; PME-1 inh: 4

Results for CCCOc1cccc(NC(=O)OC2CCN(C)CC2)c1 ?
PAFAH1B2 FP inh: 0; pPAFAH inh: 6; LYPLA1 counter: 1; GSTO1 counter: 5; PAFAH1B3 inh: -2; PAFAH2 inh: -4; PAD4 FP inh: 1; LYPLA2 counter: 3; PME-1 inh: 0

Results for Cc1cc(C(=O)Nn2c(C)nc3ccccc3c2=O)ccc1[N+](=O)[O-] ?
PAFAH1B2 FP inh: 5; pPAFAH inh: 1; LYPLA1 counter: -3; GSTO1 counter: 1; PAFAH1B3 inh: 3; PAFAH2 inh: 3; PAD4 FP inh: 1; LYPLA2 counter: -5; PME-1 inh: -7

How did O=c1cc(CSCc2ccc(Cl)cc2)[nH]c(=O)[nH]1 do in these assays?
PAFAH1B2 FP inh: 16; pPAFAH inh: -1; LYPLA1 counter: -1; GSTO1 counter: -9; PAFAH1B3 inh: 13; PAFAH2 inh: 3; PAD4 FP inh: -3; LYPLA2 counter: 6; PME-1 inh: -2

How did CN(C)Cc1ccc(CNC(=O)c2ccc(Cl)c(S(=O)(=O)NC3CC3)c2)cc1 do in these assays?
PAFAH1B2 FP inh: 1; pPAFAH inh: -3; LYPLA1 counter: 3; PAFAH1B3 inh: 4; PAFAH2 inh: 4; PAD4 FP inh: -5; LYPLA2 counter: -1; PME-1 inh: 0

How did Cc1ccc([C@@H]2C3COCC=C3C(C#N)=C(N)C2(C#N)C#N)o1 (stereo not given in full) do in these assays?
PAFAH1B2 FP inh: 1; pPAFAH inh: 13; LYPLA1 counter: 7; GSTO1 counter: 15; PAFAH1B3 inh: 7; PAFAH2 inh: 6; PAD4 FP inh: 10; LYPLA2 counter: 6; PME-1 inh: 10

Results for O=S(=O)(c1ccc(Cl)nc1)N1CCOCC1 ?
PAFAH1B2 FP inh: 2; pPAFAH inh: 1; PAFAH1B3 inh: 19; PAFAH2 inh: -1; PAD4 FP inh: -4

What do the screens show for `CCOc1ccccc1N1CCN(C(=O)c2c(Cl)cnn2C)CC1`?
PAFAH1B2 FP inh: 0; pPAFAH inh: 1; LYPLA1 counter: 1; GSTO1 counter: 4; PAFAH1B3 inh: -1; PAFAH2 inh: -3; PAD4 FP inh: 0; LYPLA2 counter: -1; PME-1 inh: 2

Results for O=C(O)c1ccccc1-c1ccccc1C(=O)Nc1cccc(Br)c1 ?
PAFAH1B2 FP inh: 10; pPAFAH inh: 2; LYPLA1 counter: -3; GSTO1 counter: 12; PAFAH1B3 inh: 10; PAFAH2 inh: 3; PAD4 FP inh: -1; LYPLA2 counter: -3; PME-1 inh: 7

What do the screens show for `S=c1[nH]ccn1-c1cccc(Cl)c1Cl`?
PAFAH1B2 FP inh: -1; pPAFAH inh: 2; LYPLA1 counter: 3; GSTO1 counter: -4; PAFAH1B3 inh: -2; PAFAH2 inh: -2; PAD4 FP inh: 1; LYPLA2 counter: 2; PME-1 inh: 2

What do the screens show for `CCOc1ccc(C(=O)COC(=O)CNC(=O)C2CCCCC2)cc1`?
PAFAH1B2 FP inh: 8; pPAFAH inh: -1; LYPLA1 counter: 1; PAFAH1B3 inh: 7; PAFAH2 inh: 6; PAD4 FP inh: 4; LYPLA2 counter: 3; PME-1 inh: -10

What do the screens show for `CCCSc1nnc(CSc2nc3nc(C)cc(C)n3n2)o1`?
PAFAH1B2 FP inh: 1; pPAFAH inh: 1; LYPLA1 counter: 0; GSTO1 counter: 4; PAFAH1B3 inh: 3; PAFAH2 inh: 3; PAD4 FP inh: 2; LYPLA2 counter: 3; PME-1 inh: 3

Results for CCOc1ccc(S(=O)(=O)NCCC(=O)NCCOc2ccccc2OC)cc1 ?
PAFAH1B2 FP inh: 1; pPAFAH inh: -2; LYPLA1 counter: 1; GSTO1 counter: -5; PAFAH1B3 inh: 1; PAFAH2 inh: -3; PAD4 FP inh: 4; LYPLA2 counter: -10; PME-1 inh: 1

Results for O=c1cc(CN2CCOCC2)c2ccc(O)c(O)c2o1 ?
PAFAH1B2 FP inh: 5; pPAFAH inh: 8; LYPLA1 counter: 0; GSTO1 counter: 14; PAFAH1B3 inh: 9; PAFAH2 inh: 1; PAD4 FP inh: -2; LYPLA2 counter: -3; PME-1 inh: -2

How did CN1CCN(C(=O)C2=C[C@H](C3CCCCC3)C[C@H](OCc3ccc(CO)cc3)O2)CC1 do in these assays?
PAFAH1B2 FP inh: 12; pPAFAH inh: 1; LYPLA1 counter: 3; GSTO1 counter: 20; PAFAH1B3 inh: 0; PAFAH2 inh: 9; PAD4 FP inh: -1; LYPLA2 counter: -6; PME-1 inh: -1

What do the screens show for `CCOC(=O)C1CCN(c2c(Nc3ccc4c(c3)OCCO4)c(=O)c2=O)CC1`?
PAFAH1B2 FP inh: -2; pPAFAH inh: 0; LYPLA1 counter: 0; GSTO1 counter: 5; PAFAH1B3 inh: 6; PAFAH2 inh: 4; PAD4 FP inh: -4; LYPLA2 counter: -3; PME-1 inh: 23
